Vif inh = HIV Vif inhibition | HEK293T cells, Vif self-association by quenched fluorescence, imaging, 24 h | inhibition, % at 7.49 µM | 340,000 tested, 0.35% active | AID 602346; in the data active = inhibition above about 50%, passing the limit was not always enough; note: some results filed as inactive read as strong as hits
m5-HT2A agonist = agonists of mouse serotonin 5-HT2A receptor (HTR2A) | 360,000 tested, 0.66% active | P35363 | activation, % at 7.6 µM | CHO-K1 mHTR2A beta-arrestin complementation, luminescence; percent of 30 µM serotonin response;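 active = activation above a run cutoff, the mean activation of all tested compounds plus 3 SD, cut at about 14% in these data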;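 note: 0% = plate median of compound wells and 100% = 30 µM serotonin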
N-glyco inh = N-linked glycosylation inhibition | D54 ERlucT glycosylation luciferase reporter, 24 h; percent of 100 nM tunicamycin response | reporter increase, % at 12.5 µM | 360,000 tested, 0.23% active;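 active = mean luciferase reporter signal, scaled so untreated is 0 and the glycosylation-blocking control 100, at or above a set limit in every replicate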;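 note: luciferase carries N-glycosylation sites so blocking glycosylation raises the light; 0% = median of neutral control wells and 100% = median of 100 nM tunicamycin wells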
aDG glyco up = increases alpha dystroglycan glycosylation | Pro5-aDG cells, alpha-DG glycosylation AlphaScreen (IIH6); 0% Pro5, 100% B10-LARGE cell signal | activation, % at 10 µM | 360,000 tested, 0.22% active | AID 624168;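 active = activation of at least 8% versus controls, or a plate z-score of at least 8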;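 note: Pro5 are CHO cells carrying HIG-tagged alpha-DG that lacks glycosylation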
H9c2 protect = protects H9c2 cardiomyocytes from peroxide injury; H2O2 injury protection, ATPLite, 2 h; protection from H2O2 cell death, % at 20 µM; 360,000 tested, 0.63% active; AID 588492;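 active = compounds giving at least 50% protection of heart cells from peroxide-induced death in the single-dose screen, raw or plate-pattern-corrected value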;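 note: 0% = DMSO wells with peroxide and 100% = DMSO wells without peroxide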
PDI turbidity = PDI (human) enzyme inhibition; 350,000 tested, 0.052% active; PDI insulin aggregation turbidity, A650, 90 min; inhibition, % at 10 µM;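 active = mean inhibition across replicates of 30% or more, whatever share of single replicates reach that level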;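 note: absorbance from insulin aggregation driven by PDI reduction with DTT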
Target sequence (P07237 whole entry, looked up): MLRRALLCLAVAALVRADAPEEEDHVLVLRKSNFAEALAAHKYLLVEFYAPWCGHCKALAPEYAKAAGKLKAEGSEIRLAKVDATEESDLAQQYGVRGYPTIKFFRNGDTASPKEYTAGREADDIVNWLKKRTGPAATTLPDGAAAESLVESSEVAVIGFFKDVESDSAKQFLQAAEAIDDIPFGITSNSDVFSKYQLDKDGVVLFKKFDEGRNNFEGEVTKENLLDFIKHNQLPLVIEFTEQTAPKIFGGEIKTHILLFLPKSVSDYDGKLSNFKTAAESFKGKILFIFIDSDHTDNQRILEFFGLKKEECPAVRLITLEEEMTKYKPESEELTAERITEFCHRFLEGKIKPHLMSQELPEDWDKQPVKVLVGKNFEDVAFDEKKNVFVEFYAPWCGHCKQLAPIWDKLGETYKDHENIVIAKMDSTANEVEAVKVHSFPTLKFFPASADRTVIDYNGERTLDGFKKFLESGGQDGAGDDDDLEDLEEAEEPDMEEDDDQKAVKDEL
CaV13 FRET inh = Disruptors of the CACNA1D IQ motif to Ca2+-dependent inactivation inhibitor domain association, primary screening, Förster resonance energy transfer in intact living …. HEK cells, CFP/YFP FRET ICDI-IQ, plate reader, 10 min; percent FRET-ratio fall versus neutral wells. inhibition, % at 12.3 µM. 340,000 tested, 0.098% active. AID 743397;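 active = mean replicate inhibition of at least 30% and at least 1% of replicates passing that level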;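 note: 0% = median of the neutral control wells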
MC4R antagonist = blocks human MC4R cAMP signaling; P32245; MC4R-expressing cells, MTII-stimulated cAMP, LANCE TR-FRET; inhibition, % at 6.5 µM; 360,000 tested, 0.48% active; AID 540295;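 active = inhibition above its plate's cutoff, the mean of tested wells on that plate plus 3 SD, cut at about 29% in these data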;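 note: 0% = Melanotan II alone and 100% = Melanotan II plus saturating MCL0020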
Target sequence (P32245 whole entry, looked up): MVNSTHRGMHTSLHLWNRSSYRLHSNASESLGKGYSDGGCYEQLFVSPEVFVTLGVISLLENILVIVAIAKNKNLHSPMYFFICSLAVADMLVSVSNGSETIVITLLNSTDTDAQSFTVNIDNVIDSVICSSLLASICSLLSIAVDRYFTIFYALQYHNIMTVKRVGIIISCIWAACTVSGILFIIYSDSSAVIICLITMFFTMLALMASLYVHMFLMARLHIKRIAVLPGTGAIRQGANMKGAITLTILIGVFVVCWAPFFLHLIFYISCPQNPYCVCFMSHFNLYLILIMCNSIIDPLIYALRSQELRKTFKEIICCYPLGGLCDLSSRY
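Material: U2OS-MC4R stable cell line | Reagent: Melanotan II challenge after compound preincubation | Doses: One concentration, 6.5 µM nominal | Incubation: 30-min compound preincubation, 1-h Melanotan II challenge, 1-h detection, room temperature | Signal: TR-FRET cAMP assay | Replicates: One well per compound, no replicates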
MC4R ag barr = human MC4R agonism via beta-arrestin; U2OS MC4R beta-arrestin complementation, luminescence; percent of melanotan II response, DMSO zero; activation, % at 8.9 µM; 360,000 tested, 0.98% active; AID 540308;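 active = activation above a per-plate cutoff, the mean activation of sample wells on that plate plus 3 SD, cut at about 8% in these data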
ABCB6 inh MLPCN = inhibitors of human ABC transporter ABCB6 | K562-ABCB6 porphyrin accumulation, flow cytometry, 1 h; stronger effect = lower value | fluorescence ratio to DMSO, % at 10 µM | 360,000 tested, 0.19% active | AID 602162;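 active = fluorescence ratio to DMSO below 75%, the collection mean minus 3 SD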;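 note: signal is porphyrin accumulated inside mitochondria; 100% equals median channel fluorescence of DMSO control wells; lower ratio means ABCB6 inhibition with less porphyrin fluorescence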
The depositor's hits bear a star; · = no result given.

SMILES | Vif inh | m5-HT2A agonist | N-glyco inh | aDG glyco up | H9c2 protect | PDI turbidity | CaV13 FRET inh | MC4R antagonist | MC4R ag barr | ABCB6 inh MLPCN
Cc1ccc(-c2cnc3c(c2)C(=O)N([C@H](C)CO)C[C@H](C)[C@@H](CN(C)Cc2ccccc2F)O3)cc1 | -4.1 | -3.1 | -0.8 | 0.1 | -6.6 | 1.2 | -5.5 | 4.4 | -2.7 | 100.0
COc1ccc(C(N)c2csc(NC(=O)Nc3ccccc3C(C)(C)C)n2)cc1 (stereo not drawn) | -3.4 | 1.4 | -3.2 | 0.5 | 21.3 | 1.8 | -10.4 | 6.3 | -1.1 | 101.0
CCOc1ccc(-c2cnc(SCC(N)=O)nc2N)cc1 | 2.5 | 9.9 | -0.1 | -0.2 | -11.2 | 9.2 | -6.1 | 0.0 | -0.7 | 95.0
Cc1cc(C(=O)N2CCC(CO)(Cc3cccc(C(F)(F)F)c3)CC2)n[nH]1 | -6.4 | -8.0 | -0.6 | 0.1 | -0.3 | -0.4 | -2.5 | -1.6 | -1.6 | 100.0
COc1cc(C(=O)NCC2CCCCC2)cc(OC)c1OC | 12.9 | 3.1 | 4.8 | -0.1 | 1.6 | -3.1 | -3.4 | 10.7 | -0.2 | 94.0
Cc1cc2nc(C)n(CCCN)c2cc1C | -2.0 | -9.0 | -0.7 | 0.2 | -3.1 | -5.7 | -4.1 | -4.7 | 0.5 | 97.0
Cc1ccc(-c2ccc3c(c2)O[C@H](CN(C)Cc2cncnc2)[C@@H](C)CN([C@H](C)CO)S3(=O)=O)cc1 | 2.6 | -2.0 | -4.4 | -0.3 | 10.1 | -8.7 | -10.7 | -0.6 | 0.6 | 99.0
CSc1nc(C)c2c(n1)N(c1ccc(O)cc1)CC2 | -30.6 | -4.3 | 0.2 | 0.0 | 0.6 | 8.0 | -4.6 | -11.5 | -0.4 | 96.0
NS(=O)(=O)c1ccc(Cc2ncc(C(F)(F)F)cc2Cl)s1 | -3.9 | -0.2 | -3.1 | -0.1 | 0.6 | -5.6 | -3.2 | -0.4 | -1.2 | 83.0
COC(=O)c1cn(NC(=O)c2ccc([N+](=O)[O-])c(C)c2)c(=O)c2ccccc12 | -12.2 | -3.3 | 3.0 | -0.2 | -1.2 | -2.8 | -19.2 | 10.0 | -0.6 | 96.0
CC(C)=Cc1oc2ccc([N+](=O)[O-])cc2c1N1CCOCC1 | 11.3 | 0.1 | 0.5 | -0.4 | -1.2 | 3.2 | 5.8 | 9.8 | -1.2 | 98.0
CCC(=O)NC(=S)Nc1ccc(S(=O)(=O)NC2CCCCC2)cc1 | -5.7 | -4.9 | 0.1 | 0.6 | -9.3 | -1.9 | · | 1.9 | -4.8 | 96.0
O=C(NC(Cc1ccccc1)C(=O)O)/C(=C\c1ccc([N+](=O)[O-])cc1)NC(=O)c1ccco1 (stereo not drawn) | -2.1 | 1.4 | 0.3 | 0.3 | 4.1 | -0.4 | -6.7 | 1.0 | -3.6 | 107.0
Nc1ccc(Oc2ccc3nc(-c4ccccc4)c(-c4ccc([N+](=O)[O-])cc4)nc3c2)cc1 | -8.6 | -3.5 | -2.5 | -0.2 | -25.3 | -0.1 | -0.7 | 7.4 | 0.9 | 102.0
CCOc1ccccc1NC(=O)CN(c1nccs1)S(=O)(=O)c1ccc(N)cc1 | 4.5 | -1.0 | 1.6 | 0.5 | 6.9 | -8.6 | -8.0 | -1.3 | -1.1 | 92.0
Nc1nc2c(c(=O)[nH]1)C(c1ccccc1)C1=C(N2)c2ccccc2C1=O (stereo not drawn) | -2.3 | -6.0 | 3.8 | -0.2 | 1.9 | -2.5 | 1.7 | 0.6 | -4.2 | 113.0
COc1ccc(CCNC(=O)c2ccc3c(=O)n4c(nc3c2)CCC4)cc1OC | -2.8 | 7.6 | -2.5 | 0.0 | 2.3 | 10.4 | -4.6 | -1.7 | 2.7 | 102.0
CCC1CCCCN1CCCNC(=O)CN1C(=O)COc2ccccc21 (stereo not drawn) | -4.4 | 0.8 | -0.2 | 0.1 | -2.8 | -4.7 | -7.2 | -0.3 | 0.3 | 98.0
COC(=O)CN(c1ccc(OC)cc1)S(=O)(=O)c1ccc(OC)c(OC)c1 | · | 6.3 | 3.5 | 0.3 | 6.7 | 1.3 | -7.5 | 5.5 | -0.5 | 98.0
CCn1c(SCCN2CCOCC2)nc2c1c(=O)n(C)c(=O)n2C | -2.0 | 1.4 | 3.6 | -0.1 | 17.4 | 3.2 | -4.3 | 12.3 | -0.7 | 95.0
CCOc1cccc(CNn2cnnc2)c1OCc1ccccc1 | 1.4 | -2.1 | -0.5 | 0.2 | 1.5 | -2.8 | -4.2 | 6.7 | 0.0 | 97.0
O=C(NCCc1cccs1)c1ccc(CS(=O)Cc2cccc(Cl)c2)o1 (stereo not drawn) | -5.5 | 0.1 | -2.5 | -0.3 | 5.6 | 8.8 | -4.4 | -1.3 | -4.1 | 92.0
Cc1cc(Cl)ccc1NC(=S)NCCCN1CCCC1=O | -1.0 | 2.6 | -0.9 | 0.0 | -2.6 | -1.8 | 2.4 | -1.7 | -1.4 | 102.0
CC(=O)Nc1ccc(SCc2c(C)noc2C)cc1 | -4.1 | -2.6 | 0.9 | -0.1 | 0.3 | 2.5 | -4.2 | -1.2 | 0.1 | 96.0
Cc1cc(NC(=O)CCC(=O)N(c2ccccc2F)C(C(=O)NC2CCCC2)c2ccccc2)no1 (stereo not drawn) | -6.2 | 4.2 | 0.5 | 0.0 | 2.0 | -3.5 | -7.0 | 6.5 | -1.0 | 103.0
COc1ccc(C2CC(=O)N3CN(c4ccccc4F)CSC3=C2C#N)cc1OC (stereo not drawn) | · | -1.0 | 1.4 | -0.2 | 34.8 | · | -7.1 | 6.3 | -2.1 | 93.0
CCOC(=O)c1c(N)sn(-c2ccccc2C)c1=S | -12.1 | -1.3 | 2.9 | -0.2 | 2.4 | -3.6 | -5.1 | -1.6 | -2.3 | 109.0
CN(CC(=O)N1CCc2ccccc21)S(=O)(=O)c1cccc2cccnc12 | 3.3 | 5.7 | 0.5 | -0.1 | 4.7 | -1.8 | 4.4 | 3.6 | 0.0 | 101.0
COc1ccc(C(Cl)=C(C=O)c2ccc(OC)c(OC)c2)cc1OC | -2.9 | 4.4 | 10.1 | 0.3 | 4.9 | · | -9.9 | · | · | 99.0
COc1ccccc1-c1sc2ccccc2c1C#CC1(O)CCCCC1 | 5.4 | 3.0 | -0.9 | -0.4 | -10.9 | 4.4 | -5.4 | -4.9 | -1.0 | 99.0

Compound profiles, as listed above. Order of values: Vif inh	m5-HT2A agonist	N-glyco inh	aDG glyco up	H9c2 protect	PDI turbidity	CaV13 FRET inh	MC4R antagonist	MC4R ag barr	ABCB6 inh MLPCN
`Nc1nc2c(c(=O)[nH]1)C(c1ccccc1)C1=C(N2)c2ccccc2C1=O` (stereo not drawn) is entered as -2.3	-6.0	3.8	-0.2	1.9	-2.5	1.7	0.6	-4.2	113.0
`Cc1cc(NC(=O)CCC(=O)N(c2ccccc2F)C(C(=O)NC2CCCC2)c2ccccc2)no1` (stereo not drawn) is entered as -6.2	4.2	0.5	0.0	2.0	-3.5	-7.0	6.5	-1.0	103.0

Look-ups from the entries so far:
`O=C(NCCc1cccs1)c1ccc(CS(=O)Cc2cccc(Cl)c2)o1` (stereo not drawn) in MC4R antagonist = -1.3
`CCC1CCCCN1CCCNC(=O)CN1C(=O)COc2ccccc21` (stereo not drawn) in N-glyco inh = -0.2

More records.
SMILES | Vif inh | m5-HT2A agonist | N-glyco inh | aDG glyco up | H9c2 protect | PDI turbidity | CaV13 FRET inh | MC4R antagonist | MC4R ag barr | ABCB6 inh MLPCN
CC(=O)NC(Cc1ccccc1)C(=O)N1CCN(C(=O)c2ccco2)CC1 (stereo not drawn) | -12.3 | 4.1 | 2.5 | -0.1 | 2.3 | -2.8 | -6.7 | 6.1 | 1.6 | 95.0
Cc1cc(F)ccc1S(=O)(=O)N1CCCOC1CNC(=O)C(=O)NCc1ccncc1 (stereo not drawn) | -1.1 | 1.3 | 1.1 | -0.3 | 5.0 | 22.0 | · | 6.1 | -3.2 | 102.0
COc1cc(OC)cc(C(=O)NNC(=O)c2nn(C)c(=O)c3ccccc23)c1 | -10.1 | 3.2 | 6.6 | 0.0 | 24.4 | 2.7 | -12.3 | -4.4 | -2.3 | 92.0
COc1ccc(/C=N/N=C2/NC(=O)C(CC(=O)O)S2)cc1OS(=O)(=O)c1ccccc1 (stereo not drawn) | 10.8 | -2.6 | 1.2 | 0.2 | 0.0 | 4.0 | -6.6 | 8.4 | 1.7 | 92.0
O=C(c1ccccc1)N1CCN(Cc2cccc(Oc3ccccc3)c2)CC1 | -1.4 | -2.1 | 0.2 | 0.3 | -5.6 | 7.2 | 19.9 | 2.7 | 0.6 | 94.0
COc1ccc2oc(=O)c(-c3nc4ccccc4o3)cc2c1 | 1.8 | 4.3 | -2.2 | 0.1 | 20.0 | -9.0 | · | -13.3 | -0.7 | 92.0
COc1ccc2c(c1)C(SCC(=O)NCCc1ccc(Cl)cc1)CC(C)(C)O2 (stereo not drawn) | -3.6 | -3.5 | -2.1 | -0.3 | 3.3 | · | -2.1 | 4.3 | 1.9 | 104.0
Cc1cc(C)n2nc(SCC(=O)N(C(C)C)C(C)C)nc2n1 | 4.8 | 3.4 | 0.0 | 0.2 | 9.9 | -6.1 | -4.5 | -3.5 | 1.2 | 88.0
CCN1CCC2(CC1)N=C(c1ccc(F)cc1)C(=S)N2C(=O)c1ccc(C)cc1 | 3.2 | 4.7 | 7.3 | 1.2 | -22.3 | 3.6 | -2.7 | -0.6 | 11.5* | 101.0
Cc1ccc(C(=O)OCC(=O)c2c[nH]c3ccccc23)cc1S(=O)(=O)N1CCOCC1 | -4.1 | 1.7 | -0.7 | 0.0 | -0.6 | -0.2 | · | 9.1 | 5.4 | 94.0
N#CCc1nc2ccccc2c(=O)[nH]1 | -1.2 | -0.6 | 1.3 | -0.1 | 9.2 | 3.6 | 6.4 | -2.9 | -2.8 | 92.0
Cc1c(CCOC(=O)CC23CC4CC(CC(C4)C2)C3)sc[n+]1Cc1ccccc1 | -4.0 | -8.4 | 4.2 | -0.1 | -12.8 | 8.7 | -4.7 | 2.0 | 0.8 | 99.0
CCOC(=O)c1cnc(-c2ccccc2)nc1Oc1ccccc1 | 6.2 | -1.2 | 0.9 | 0.1 | -10.2 | 8.4 | · | -2.8 | 0.8 | 103.0
CCCCC(CC)C1OCC(C[N+]2(C)CCOCC2)O1 (stereo not drawn) | 11.4 | 3.1 | -1.3 | -0.1 | -1.6 | 0.4 | -3.0 | 9.1 | -1.9 | 98.0

Two records picked at random from the list so far, as already listed:
SMILES | Vif inh | m5-HT2A agonist | N-glyco inh | aDG glyco up | H9c2 protect | PDI turbidity | CaV13 FRET inh | MC4R antagonist | MC4R ag barr | ABCB6 inh MLPCN
CCN1CCC2(CC1)N=C(c1ccc(F)cc1)C(=S)N2C(=O)c1ccc(C)cc1 | 3.2 | 4.7 | 7.3 | 1.2 | -22.3 | 3.6 | -2.7 | -0.6 | 11.5* | 101.0
CC(=O)NC(Cc1ccccc1)C(=O)N1CCN(C(=O)c2ccco2)CC1 (stereo not drawn) | -12.3 | 4.1 | 2.5 | -0.1 | 2.3 | -2.8 | -6.7 | 6.1 | 1.6 | 95.0
